Screening data from PubChem.
Polio RdRp inh: inhibitors of poliovirus RNA polymerase binding and polymerization | P03300 | poliovirus polymerase elongation, fluorescence polarization; stronger effect = lower value | % elongation, % (compound at 16.7 µg/mL) | hit rate 0.66% among 150,000 | AID 588519; in the data active means % elongation below about 90%; further: some results filed as inactive read as strong as hits
Target sequence (P03300 1749-2209 limits assumed): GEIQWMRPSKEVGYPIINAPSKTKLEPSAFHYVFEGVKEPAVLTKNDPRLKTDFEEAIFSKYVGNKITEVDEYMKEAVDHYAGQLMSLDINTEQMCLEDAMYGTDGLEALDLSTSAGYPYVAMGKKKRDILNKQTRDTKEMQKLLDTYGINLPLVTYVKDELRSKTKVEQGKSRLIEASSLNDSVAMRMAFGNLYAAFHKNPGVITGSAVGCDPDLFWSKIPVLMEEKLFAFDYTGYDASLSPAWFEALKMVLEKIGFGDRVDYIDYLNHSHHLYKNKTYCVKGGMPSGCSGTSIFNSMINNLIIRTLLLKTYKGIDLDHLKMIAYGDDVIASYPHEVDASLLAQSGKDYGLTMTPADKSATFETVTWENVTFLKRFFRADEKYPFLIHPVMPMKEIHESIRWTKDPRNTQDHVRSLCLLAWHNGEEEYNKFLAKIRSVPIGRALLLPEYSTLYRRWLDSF
Polio RdRp inh FP z-score: also measured in Polio RdRp inh; calls as there; z-score; measured here: FP z-score; hits read low
* hit, by the source's call; & = joins results of further samples. A portion of the library, so the mix of outcomes need not match the whole.

SMILES	Polio RdRp inh	Polio RdRp inh FP z-score
CCOC(=O)N1CCC(NCc2c(C(=O)O)c(C)n(Cc3cccc(C)c3)c2C)CC1	102	0.6
CC(=O)Oc1ccc(OC(C)=O)c(C2=C3C(=O)N(CCc4c[nH]c5ccccc45)CC(=O)N3CCC2)c1	104	0.5
O=C(CSc1ccc2nc(-c3ccccc3)cn2n1)Nc1cccc(F)c1	109	0.4
CC(=O)NC(O)C(=O)c1ccccc1 (stereo not given)	102	0
CC(C)(C#N)Nc1ccccc1	105	0.9
CCc1ccc(NC(=O)c2nnn(Cc3cccc(C(F)(F)F)c3)c2N)cc1	106	0.3
NN/C(=N\S(=O)(=O)c1ccccc1)NNc1ccccc1	104	0.5
COc1ccc(CNC(=O)C(CCSC)NS(=O)(=O)c2ccc3c(c2)oc(=O)n3C)cc1 (stereo not given)	108	0.7
Cc1cc(C)c(/C=C/c2onc(C)c2S(=O)(=O)N2CCC(C(=O)N(C)Cc3ccccc3)CC2)c(C)c1	107	0
COc1ccc(Nc2cc(C)c3ccccc3n2)cc1	100	-0.9
CCOC(=O)c1c(CN2CCN(C)CC2)n(-c2ccccc2)c2ccc(O)cc12	99	-0.5
O=S(=O)(c1ccccc1)N1CN2CCN(C2)C1	107	0.5
CN(C)CCOC(=O)NC1CC(=O)N(c2ccc(F)cc2)C1 (stereo not given)	100	-0.6
COc1ccc(-c2c(C#N)c(N)nc(OC)c2C#N)cc1	101	0
NC(=O)c1ccc(CN2CCOCC2)cc1	105	0
COc1ccc(CCNC2CC(=O)N(CCc3ccc(OC)c(OC)c3)C2=O)cc1 (stereo not given)	99	-0.2
Cc1cc2ncn(CN3CCN(c4ccc(C(F)(F)F)cn4)CC3)c2cc1C	107	0.5
Cc1ccccc1NC(=O)CSc1nc2ccc(NC(=O)c3ccccc3)cc2s1	113	1.3
CCc1ccc(C2N=C3Oc4ccccc4C=C3C(=O)N2)cc1 (stereo not given)	101	0
CCN(CC)S(=O)(=O)c1ccc(Cc2ccc(S(=O)(=O)N(CC)CC)cc2)cc1	100	-0.6
CCn1c(SC(C)C(=O)NCc2ccc(OC)cc2)nc2ccccc21 (stereo not given)	101	-0.2
Nc1ccc(CN2CCCCCC2)cc1	101	-0.3
CCCN1CC=C2C(C#N)(C#N)C(N)=C(C#N)C(c3ccc(OCC(N)=O)cc3)C2(C)C1 (stereo not given)	59	-3.6
NNC(=O)COc1cccc(C(F)(F)F)c1	104	0.3
FC(F)(F)c1nc(=S)c2ccccc2[nH]1	101	-0.2

Entries of single compounds from above. Order of values: Polio RdRp inh, Polio RdRp inh FP z-score
Record of CC(=O)NC(O)C(=O)c1ccccc1 (stereo not given) : 102, 0
Record of Cc1cc(C)c(/C=C/c2onc(C)c2S(=O)(=O)N2CCC(C(=O)N(C)Cc3ccccc3)CC2)c(C)c1 : 107, 0
Record of CCOC(=O)c1c(CN2CCN(C)CC2)n(-c2ccccc2)c2ccc(O)cc12 : 99, -0.5

Nothing new here: an excerpt of the list.
SMILES	Polio RdRp inh	Polio RdRp inh FP z-score
CCOC(=O)N1CCC(NCc2c(C(=O)O)c(C)n(Cc3cccc(C)c3)c2C)CC1	102	0.6
CC(=O)Oc1ccc(OC(C)=O)c(C2=C3C(=O)N(CCc4c[nH]c5ccccc45)CC(=O)N3CCC2)c1	104	0.5

Further results follow.
SMILES	Polio RdRp inh	Polio RdRp inh FP z-score
Brc1ccc(-c2csc(NN=C3CCCC3)n2)cc1	101	-0.3
O=C(/C=C/c1ccccc1)Nc1nnc(/N=C/c2ccc(Br)s2)s1	100	-0.2
O=C1CC(=O)N(Cc2ccccc2)C(=O)N1	98	-0.6
Cc1cccc(NC(=O)N2CCc3c(sc4c3CCCC4)C2c2ccc(F)cc2)c1 (stereo not given)	102	-0.7
CCOC(=O)c1c(NC(=O)/C=C/c2ccc(C)cc2)sc(C(C)=O)c1C	105	0.4
Nc1cccc(C(=O)NC2CC2)c1	98	-0.7
CCCN1Cc2cccc(C(=O)Nc3ccccc3C(=O)OC)c2C1=O	105	-0.6
CCCCC(=O)Nc1c(C(=O)N2CCN(c3ccccc3)CC2)oc2ccccc12	106	-0.2
CCCn1nc(C(=O)N(C)CCOc2ccccc2)c2ccccc2c1=O	108	0.5
CC(C)CC(C(=O)Nc1cccc(C(F)(F)F)c1)N1C(=O)c2ccccc2C1=O (stereo not given)	101	-0.3
O=C(CCC(=O)N1CCOc2ccccc21)Nc1ccccc1Cl	105	0.8
C#CC(C)(CC)NC(=O)Cn1nnc(-c2ccc(OCc3ccccc3F)cc2)n1 (stereo not given)	109	1
CC(NC(=O)/C=C/c1cccs1)C1CC2CCC1C2 (stereo not given)	103	0.6
COc1ccc2c(COC(=O)c3ccc4c(=O)n5c(nc4c3)CCC5)cc(=O)oc2c1	104	0.3
Cn1cnnc1SCc1cn2ccccc2n1	101	-0.3
O=S(=O)(c1ccccc1)N1CCN(S(=O)(=O)N2CCCCC2)CC1	102	0.3
COc1ccccc1N1CCN(S(=O)(=O)Cc2ccccc2)CC1	111	0.8
NC(N)=NCC1COC2(CCCCC2)O1 (stereo not given)	96	-0.5
CCN(CC)C(=O)CCc1nc(-c2cccc(OC)c2)no1	100	-0.3
Cc1cc(-c2ccc(S(=O)(=O)N(C)Cc3ccccc3)cc2)on1	104	0.9
CCC(CO)NCc1sccc1C (stereo not given)	99	-0.6
CCSc1nnc(-c2ccccc2NC(=O)CC)c(=O)[nH]1	99	-0.4
CC(=O)Oc1cc(-c2nc3ccccc3o2)cc(-c2nc3ccccc3o2)c1	106	1.2
CCOC(=O)C1OC(c2ccccc2)OC1C(=O)OCC (stereo not given)	97	-0.5
C=CCNC(=S)Nc1nccs1	108	0.2
(list continues)
SMILES	Polio RdRp inh	Polio RdRp inh FP z-score
COc1ccc(NC(=O)c2c(NC(=O)COc3ccccc3)sc3c2CCC(C(C)(C)C)C3)cc1 (stereo not given)	106	0.2
CCOc1cc(CN2CCN(S(=O)(=O)c3ccc(C)cc3)CC2)ccc1OC	100	-1.4
O=C1C=CC(=O)C(C2=C3C(=O)N(Cc4ccccc4)CC(=O)N3CCC2)=C1	102	0
CC[C@H]1OC(=O)[C@H](C)[C@@H](O[C@H]2C[C@@](C)(OC)[C@@H](O)[C@H](C)O2)[C@H](C)[C@@H](O[C@@H]2O[C@H](C)C[C@H](N(C)C)[C@H]2O)[C@](C)(OC)C[C@@H](C)C(=O)[C@H](C)[C@@H](O)[C@]1(C)O	101	0.2
COc1ccc(-c2csc3ncnc(Nc4ccccc4)c23)cc1	109	0.6
Cc1cccc(N(C)c2nc3ccc(C)cc3n3nnnc23)c1	111	0.7
Cc1cc(Cl)ccc1NC(=O)CCS(=O)(=O)c1cc2c(cc1C)NC(=O)CO2	100	-0.4
CN1CC=C2C(C#N)=C(N)C(C#N)(C#N)C(CCc3ccccc3)C2C1 (stereo not given)	74	-4.9
CCn1c(C(C#N)/C(=N\S(=O)(=O)c2cccs2)c2ccccc2)nc2ccccc21 (stereo not given)	101	-0.1
Cc1ccn2cc(-c3ccc(C)c(NS(=O)(=O)c4ccc(Cl)cc4)c3)nc2c1	112	0.8
Cc1ccc(C(c2nnnn2C(C)(C)C)N2CCC(C)CC2)cc1 (stereo not given)	103	0.4
CC(C)N1C(=S)SC(C)(C)C1n1oc(=O)n(-c2cccc(Cl)c2)c1=O (stereo not given)	101	0
COc1ccc(-c2nc3n(c2NC(C)(C)C)CCN(C(=O)Cc2ccccc2F)C3)cc1	103	0.2
O=C1c2ccccc2S(=O)(=O)N1C(=O)c1c(Cl)nc2sccn12	104	-0.3
COC(=O)c1ccc(NC(=O)N2CCC(N(C)Cc3cccc(Cl)c3)CC2)cc1	101	-0.5
CCOC(=O)c1cc(C)n(CC2CCC(C(=O)Nc3ccc(OC)c(OC)c3)CC2)c1C (stereo not given)	107	0
CCc1nonc1NC(=O)COc1ccccc1OC	102	0
CCOC(=O)C1CCN(CC(=O)N2C(C)CCCC2C)CC1 (stereo not given)	106	1.1
Cc1nc2ccccc2c(=O)n1-c1ccc(Br)cc1	105	0.9
CC(=O)Nc1ccc(NC(=O)CCCc2nc(-c3ccc(C(C)(C)C)cc3)no2)cc1	104	-0.5
Cc1oc2ncn(C)c(=O)c2c1C(=O)N1CCN(c2ccccc2)CC1	108	0.3
CC(C)N(C(=O)c1cc2sccc2n1Cc1ccc(F)cc1)C(C)C	100	-0.4
O=c1[nH]c2ccc(Cl)cc2c(-c2ccccc2)c1SC(=S)N1CCOCC1	96	-1.9
O=C(NCCc1ccccc1)c1nnc(Cc2cccc(F)c2)o1	100	-1.1
O=C(O)c1cc(=O)c2ccccc2[nH]1	99&97	-0.5&-0.5

Arranged by formula weight (smallest number first): part of the list above
SMILES	Polio RdRp inh	Polio RdRp inh FP z-score
O=C(NCCc1ccccc1)c1nnc(Cc2cccc(F)c2)o1	100	-1.1
Cc1oc2ncn(C)c(=O)c2c1C(=O)N1CCN(c2ccccc2)CC1	108	0.3
CCOc1cc(CN2CCN(S(=O)(=O)c3ccc(C)cc3)CC2)ccc1OC	100	-1.4
Cc1ccn2cc(-c3ccc(C)c(NS(=O)(=O)c4ccc(Cl)cc4)c3)nc2c1	112	0.8
Cc1cc(Cl)ccc1NC(=O)CCS(=O)(=O)c1cc2c(cc1C)NC(=O)CO2	100	-0.4
COc1ccc(-c2nc3n(c2NC(C)(C)C)CCN(C(=O)Cc2ccccc2F)C3)cc1	103	0.2
COc1ccc(NC(=O)c2c(NC(=O)COc3ccccc3)sc3c2CCC(C(C)(C)C)C3)cc1 (stereo not given)	106	0.2

(continued)
SMILES	Polio RdRp inh	Polio RdRp inh FP z-score
Cc1ccc(Cn2c(=O)n(-c3ccc(C)cc3)c(=O)c3c2c2cc(C)ccc2n3C)cc1	105	-0.3
Cc1ccc(CCNC(=O)CN(c2cc(C)cc(C)c2)S(=O)(=O)c2c(C)noc2C)cc1	106	0.3
C/[N+]([O-])=C\c1ccc(-c2ccccc2)cc1	104	0.2
CCOC(=O)C1=C(CNC(C)C)NC(=O)NC1c1ccccc1 (stereo not given)	101	0.5
O=C(NCCS(=O)(=O)N1CCCC1)c1ccc2c(c1)OCO2	108	0.4
Cc1ccc(C)c(Cn2ncc3ccccc32)c1	103	-0.3
COc1cc(OC)c(NC(=O)CSc2nc3ccncc3[nH]2)cc1Cl	104	-0.5
O=C(COc1cc(Cl)c(Cl)cc1Cl)NCCN1C(=O)CSC1=O	103	-0.1
CSc1c(C#N)c(N)c(C#N)c2c1COC(C)(C)C2	96	-1.5
CC(C#N)Sc1nnc(-c2cccc(S(=O)(=O)Nc3ccccc3Cl)c2)n1-c1ccccc1 (stereo not given)	100	-0.3
CCCN1C2CCCC1CC(NC(=O)c1cc(OC)c(OC)c(OC)c1)C2 (stereo not given)	101	-0.4
CSc1ccc(/C=C/c2nc3ccccc3n2S(=O)(=O)c2ccc(F)c(C)c2)cc1	106	-0.4
C#CCSc1n[nH]c(-c2ccccc2)n1	102	0.4
CSc1ncc(Cl)c(C(=O)Nc2cc(C)ccc2C)n1	102	0.1
CN(C(=O)COC(=O)c1ccc2c(c1)OCCO2)c1ccccc1	103	0.1
O=C(NC1CCCC1)c1ccc2c(c1)N(Cc1ccccc1Cl)C(=O)c1ccccc1S2	105	-0.1
Cc1cc(NC(=O)c2cc(=O)c3ccccc3o2)n(-c2ccccc2C)n1	104	0.5
NCCCCC(=O)O	104	0.9
O=C1CCNc2cc3ccccc3cc21	96	-1.4
O=C(CN1C(=O)C2(SCC(=O)N2c2cccc(F)c2)c2ccccc21)NCc1ccccc1Cl (stereo not given)	104	0
COc1cc(C=NC2=NN(c3ccccc3)CC2)ccc1O	96	-0.4
CCOC(=O)c1c(C)oc2ccc(OCC)cc12	102	0.2
COc1ccc(Nc2cc(C(=O)NCc3cccs3)c3ccccc3n2)cc1	112	0.9
CCCc1nnc(NC(=O)Cc2coc3c(C)c(C)ccc23)s1	115	0
Cn1c(=O)n(Cc2ccccc2Cl)c(=O)c2c1nc1n2CCN1c1ccccc1	105	-0.1
More compounds follow:
SMILES	Polio RdRp inh	Polio RdRp inh FP z-score
COc1cccc(CNC(=O)CCCn2ncn3c(cc4occc43)c2=O)c1	112	0.6
Cc1cc(C)n(CCCNC(=O)CSc2nnc(-c3c[nH]c4ccccc34)o2)n1	102	0.1
O=C1C2CCN(CC2)C1Cc1ccc2ccccc2c1O (stereo not given)	103	0.3
COC(=O)c1cc(N)ccc1N1CCOCC1	106	1.2
CSc1nnc(-c2ccncc2)n1Cc1ccccc1	101	-0.2
CC(=O)N[C@@H](CC(C)C)C(=O)N[C@@H](CC(C)C)C(=O)N[C@H](C=O)CCCN=C(N)N	100&101	-0.1&0.2
COc1cc2c(cc1OC)C(C)N(C(=O)c1noc3c1COc1ccc(C)cc1-3)CC2 (stereo not given)	101	-0.3
CCc1ccccc1NC(=O)CN1C(=O)COc2ccc(S(=O)(=O)Nc3ccccc3)cc21	103	-1.2
COc1ccccc1N=Cc1c(O)n(C)c(=O)c2ccccc12	100	-0.1
CNCc1cccnc1	103	-0.1
CCOc1ccccc1N(CC)C(=O)Cn1ncc2c([nH]c3ccccc32)c1=O	105	-0.3
Cc1cccc(C)c1-n1ncc(C(=O)NCCN2CCOCC2)c1C1CCN(C(=O)OC(C)(C)C)CC1	110	0.8
N#CCC(=O)Nc1nccs1	103	0.4
O=C(Nc1ccccc1)Oc1cccc(Cl)c1	103	0
O=C(OCc1ccc(F)cc1)c1ccc(-n2cnnn2)cc1	103	0
CC(C)c1ccc(NC(=O)Cn2c(=O)n(Cc3nc(-c4ccccc4)no3)c(=O)c3cc4c(cc32)OCO4)cc1	112	0.9
O=C(NCCCCCCNC(=O)ON=C1CCCCC1)ON=C1CCCCC1	100&100	-0.1&0.1
COCCSc1nnc(NC(=O)C2CCCO2)s1 (stereo not given)	102	0.2
CCOC(=O)c1sc2ncn(CC(=O)Nc3cc(Cl)ccc3C)c(=O)c2c1C	101	-0.4
Cc1ccc(-c2cc(C(F)(F)F)n3nc(C(=O)Nc4ccn(Cc5ccccc5)n4)cc3n2)cc1C	99	-1
Cc1ccc(N=C2SC3(CC3)C(=O)N2c2ccc(C)cc2)cc1	105	0.1
c1coc(-c2nnc(C3CCCCC3)o2)c1	109	0.7
O=C1C=C(NCc2ccc(Cl)cc2)CC(c2ccco2)C1 (stereo not given)	103	0.2
COc1cccc(CC2CC(=O)N(c3ccc4c(C)cc(=O)oc4c3)C2=O)c1 (stereo not given)	101	-0.4
